Source: PubChem BioAssay (The Scripps Research Institute Molecular Screening Center)
ZTA DNA inh = blocks Epstein-Barr virus ZTA, an EBNA-1 counter-screen; AID 2234; ZTA-DNA binding, fluorescence polarization; inhibition, % at 11 µM; 0.15% of 320,000 active; P03206; in the data active = inhibition above about 33%
Target sequence (P03206 whole entry, looked up): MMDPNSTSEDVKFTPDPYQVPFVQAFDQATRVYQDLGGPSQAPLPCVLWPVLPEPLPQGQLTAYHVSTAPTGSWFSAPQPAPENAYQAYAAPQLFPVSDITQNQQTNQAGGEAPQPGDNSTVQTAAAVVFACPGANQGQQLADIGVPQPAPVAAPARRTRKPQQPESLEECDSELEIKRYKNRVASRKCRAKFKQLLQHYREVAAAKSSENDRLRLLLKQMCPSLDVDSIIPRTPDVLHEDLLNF
pPAFAH inh = pPAFAH enzyme inhibitors, primary screen, biochemical, fluorescence polarization, human | Platelet-activating factor acetylhydrolase (Homo sapiens), Q13093 | recombinant pPAFAH, FP-rhodamine probe fluorescence polarization | inhibition, % at 3.39 µM | 1.5% of 330,000 active | AID 463082, 2010;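 active = inhibition above the mean inhibition across the screen plus 3 SD, cut at about 25% in these data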;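 also: inhibitors block binding of the rhodamine activity-based probe so polarization drops; 0% = enzyme with DMSO and 100% = wells lacking pPAFAH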
PAFAH2 inh = PAFAH2 enzyme inhibitors, primary screen, biochemical, fluorescence polarization, human | recombinant PAFAH2, FP-rhodamine activity probe | inhibition, % at 3.39 µM | 0.99% of 340,000 active | AID 492956, 2010;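 active = inhibition above the mean over all tested compounds plus 3 SD, cut at about 30% in these data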;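 also: inhibitors block probe labeling of enzyme so polarization drops; 0% = enzyme with DMSO and 100% = wells lacking PAFAH2 protein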
EBNA-1 inhibitor = EBNA-1 DNA-binding inhibitors, primary screen, biochemical, fluorescence polarization; inhibition, % at 14.8 µM; 0.34% of 300,000 active; AID 1950, 2009; in the data active = inhibition above about 28%
PAFAH1B3 FP inh = PAFAH1B3 enzyme inhibitors, primary screen, biochemical, fluorescence polarization, human; Platelet-activating factor acetylhydrolase IB subunit alpha1 (Homo sapiens), Q15102; inhibition, % at 3.39 µM; 0.28% of 340,000 active; AID 492972, 2010; recombinant PAFAH1B3, FP-rhodamine probe;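 active = inhibition above the screen-wide average of all tested compounds plus 3 SD, cut at about 25% in these data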;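 also: 0% = enzyme with DMSO only and 100% = wells lacking PAFAH1B3 protein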
Target sequence (Q15102 whole entry, looked up): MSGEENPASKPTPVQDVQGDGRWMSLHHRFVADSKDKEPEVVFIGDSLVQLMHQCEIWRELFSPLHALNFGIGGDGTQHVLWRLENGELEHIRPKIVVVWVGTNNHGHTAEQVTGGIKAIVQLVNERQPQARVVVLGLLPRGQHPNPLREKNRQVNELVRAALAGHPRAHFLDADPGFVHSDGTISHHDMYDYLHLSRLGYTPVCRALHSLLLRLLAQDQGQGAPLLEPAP
LYPLA2 counter = LYPLA2 inhibitors, primary screen, counter-screen for PME1 inhibitor project, biochemical, fluorescence polarization, FP-Rh probe ABPP; Acyl-protein thioesterase 2 (Homo sapiens), O95372; recombinant LYPLA2; inhibition, % at 5.9 µM; 0.38% of 320,000 active;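 active = inhibition above the screen-wide mean plus 3 SD, limit set per campaign, cut at about 26% in these data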;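 also: 0% = LYPLA2 with DMSO and 100% = wells lacking LYPLA2 enzyme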
LYPLA1 inh = LYPLA1 inhibitors, primary screen, counter-screen for PME1 inhibitor project, biochemical, fluorescence polarization, FP-Rh probe ABPP | Acyl-protein thioesterase 1 (Homo sapiens), O75608 | recombinant LYPLA1 | inhibition, % at 5.9 µM | 0.16% of 320,000 active | AID 2174, 2009;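 active = inhibition above the mean of all tested compounds plus 3 SD, set per campaign, cut at about 14% in these data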;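 also: inhibitors block serine hydrolase probe labeling of LYPLA1 so polarization falls; 0% = enzyme with DMSO and 100% = wells lacking LYPLA1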
Target sequence (O75608 whole entry, looked up): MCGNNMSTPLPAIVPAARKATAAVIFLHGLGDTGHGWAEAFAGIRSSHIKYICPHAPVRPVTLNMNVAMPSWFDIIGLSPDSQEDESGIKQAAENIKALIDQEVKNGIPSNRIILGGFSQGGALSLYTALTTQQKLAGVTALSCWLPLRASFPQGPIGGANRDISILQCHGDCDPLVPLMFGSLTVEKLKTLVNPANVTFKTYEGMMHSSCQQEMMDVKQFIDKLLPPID
PAFAH1B2 FP inh = PAFAH1B2 enzyme inhibitors, primary screen, biochemical, fluorescence polarization, human. Platelet-activating factor acetylhydrolase IB subunit alpha2 (Homo sapiens), P68402. recombinant PAFAH1B2, FP-rhodamine activity probe. inhibition, % at 3.39 µM. 1.2% of 340,000 active;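 active = inhibition above the mean of all tested compounds plus 3 SD, cut at about 24% in these data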;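 also: 0% = enzyme with DMSO and 100% = wells lacking PAFAH1B2; many of its hits are not listed in these tables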
PREPL inh = PREPL enzyme inhibitors, primary screen, biochemical, fluorescence polarization; Prolyl endopeptidase-like (Homo sapiens), Q4J6C6; inhibition, % at 5.96 µM; AID 2751, 2010; recombinant PREPL, fluorescence polarization activity-based probe; 0.68% of 320,000 active; in the data active = inhibition above about 43%;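 also: 0% = enzyme with DMSO and 100% = wells lacking enzyme; many of its hits are not listed in these tables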
Active calls of the source: *; / = no result given.

Compound	ZTA DNA inh	pPAFAH inh	PAFAH2 inh	EBNA-1 inhibitor	PAFAH1B3 FP inh	LYPLA2 counter	LYPLA1 inh	PAFAH1B2 FP inh	PREPL inh
COc1ccccc1NS(=O)(=O)c1ccc(C)c(NC(=O)c2ccc(S(=O)(=O)N3CCCCCC3)cc2)c1	-16	-2	-10	4	-13	-26	-13	-4	-3
CC(C)CC(c1nnnn1C1CCCC1)N1CCC(C(N)=O)CC1 (centres undefined)	10	0	-1	-7	3	3	5	-2	0
CCc1cc(C(=O)OC)c(NC(=O)CN2CCN(C(=O)C3CCCO3)CC2)s1 (centres undefined)	-7	8	3	-1	6	7	1	5	0
CN(C)/C=C/C(=O)c1ccncc1	1	-6	0	-7	4	-12	-4	6	15
COC(=O)c1ccc(C(NC(=O)OCc2ccccc2)/C(F)=C/[C@@H](C)C(=O)NCc2ccc(OC)c(OC)c2)cc1 (some centres undefined)	14	10	-9	-17	-9	-1	-1	-3	-15
COc1ccccc1C(=O)N/C(=C/c1ccc2c(c1)OCO2)C(=O)Nc1ccc(C(=O)O)cc1	11	6	11	2	9	1	-1	-2	-10
CC(C)CNS(=O)(=O)c1ccc(CCC(=O)NCc2ccc(Cl)cc2)cc1	4	11	16	-3	9	2	1	5	-13
Cc1ccc(NC(=O)CNC(=O)c2ccc(Oc3ccccc3)cc2)nc1	-16	6	-1	8	0	7	3	1	13
COc1ccccc1CC(=O)NCCc1ccc(S(N)(=O)=O)cc1	-1	3	1	-5	-3	10	2	8	-1
COc1ccc(-c2nc(-c3ccccc3)[nH]c(=O)c2C#N)cc1	8	52*	4	-5	-6	-5	-4	-6	-4
COc1ccc(N(CC(=O)Nc2cccc(SC)c2)S(C)(=O)=O)cc1	1	2	-2	4	1	-2	-2	0	-7
CCN(CC)C(=O)CSc1nnc2cc(C)c3ccccc3n12	17	3	7	4	6	-6	0	1	-3
CC(Oc1ccc(F)cc1)C(=O)N(Cc1ccccc1)c1c(N)n(Cc2ccccc2)c(=O)[nH]c1=O (centres undefined)	-7	3	-2	0	5	-3	-1	3	29
O=C(O)C1=NOC(CNC(=O)c2ccccc2Cl)C1 (centres undefined)	-3	-1	/	-9	/	4	1	/	-1
CCN1CCC(Nc2ccnc3cc(Cl)ccc23)CC1	4	0	6	1	-4	6	1	5	5
CS(=O)(=O)N1CCC(C(=O)NCc2ccc(Cl)cc2)CC1	4	0	-1	3	9	11	5	6	19
Cn1c(CNC(=O)c2ccc3c(c2)OCO3)nnc1SCC(=O)Nc1ccccc1Cl	3	1	3	15	7	-1	2	1	3
C=CCNc1nc(Cl)nc(Nc2ccccc2)n1	5	6	2	-9	6	0	0	-4	-11
COc1cc(C(C)=O)ccc1OCC(=O)Nc1ccccc1N1CCCC1	-3	17	2	1	2	-1	2	3	11
COc1ccc(S(=O)(=O)N2CCCCC2)cc1NC(=O)COc1ccccc1	2	-1	6	-8	2	-9	-3	4	5
Cc1cc(-c2ccccc2)nc(N(C)NC(=O)c2ccc(Cl)cc2)c1S(C)(=O)=O	0	4	-8	1	2	1	-2	5	-7
CCOc1ccc(C(=O)NC(C(=O)NCCc2ccc(OC(F)F)cc2)C(C)C)cc1 (centres undefined)	-6	1	-8	11	11	13	1	6	14
CN(C)c1nc(N/N=C\c2ccc(Cl)c([N+](=O)[O-])c2)nc(Nc2ccc(F)cc2)n1	-14	-21	-21	-2	-16	-59	-36	-7	16
O=C(CCc1ccc(S(=O)(=O)N2CCOCC2)cc1)OCC(=O)c1ccccc1	/	8	1	/	12	/	/	4	1

Shown as a hit in pPAFAH inh (from the list above):
SMILES	pPAFAH inh	PAFAH2 inh	EBNA-1 inhibitor	PAFAH1B3 FP inh	PAFAH1B2 FP inh	PREPL inh
COc1ccc(-c2nc(-c3ccccc3)[nH]c(=O)c2C#N)cc1	52*	4	-5	-6	-6	-4

Further compounds:
Compound	ZTA DNA inh	pPAFAH inh	PAFAH2 inh	EBNA-1 inhibitor	PAFAH1B3 FP inh	LYPLA2 counter	LYPLA1 inh	PAFAH1B2 FP inh	PREPL inh
CCOc1ccc2nc(NC(=O)CCC(=O)c3cccs3)sc2c1	-5	8	1	0	1	-3	-4	1	-9
CCCN(CCC)S(=O)(=O)c1ccc(C(=O)NCc2n[nH]c(=S)n2-c2ccc(Cl)c(Cl)c2)cc1	23	6	-3	9	10	7	10	0	0
Cc1ccc(S(=O)(=O)Nc2ccccc2CNc2ccccn2)cc1	-13	0	-2	0	0	-6	0	4	-1
Cc1nn(C(C)C)c(C)c1CN1CCC(C(=O)Nc2cccc(-c3cccc(F)c3)c2)CC1	9	-1	1	-9	5	-2	-6	-3	-26
C=CCn1cc(-c2ccccc2)cc(C#N)c1=O	4	1	4	0	-2	7	5	7	-3
CCOC(=O)CCNC(=O)N1CCCC(C(=O)c2ccccc2SC)C1 (centres undefined)	-5	4	-7	5	10	0	0	2	5
COc1ccc(C(=O)CC(=O)c2ccc(C)cc2)c(O)c1	6	0	-5	-12	4	-1	-4	4	11
O=C(Nc1ccccc1)Nc1nnc(Cc2ccccc2F)s1	11	1	-17	10	3	-3	-2	-2	3
CCOC(=O)C(=CNc1ccc(Cl)cn1)C(=O)OCC	-13	10	0	-4	11	-5	-3	-2	-3
COc1cc(S(=O)(=O)N2CCOCC2)ccc1N	-7	0	1	-11	5	-6	2	7	2
COc1cccc(/C=C2\NC(=O)NC2=O)c1O	-11	1	-4	-2	7	-1	0	1	-3
COc1cc(/C=C2\SC(=O)N(CCNC(=O)c3c(C)noc3C)C2=O)cc(OC)c1OC	/	3	5	/	-2	/	/	5	3
S=C(c1ccc(-c2ccccc2)cc1)N1CCOCC1	3	-2	-1	8	4	3	-1	-1	-5
O=C1/C(=C/c2ccc(O)c([N+](=O)[O-])c2)SC(=S)N1Cc1ccccc1	-10	11	25	3	-3	4	-3	5	-6
COc1cccc(-n2c(SCc3ccccn3)nc3c(c2=O)SCC3)c1	9	-2	4	2	7	1	-1	0	31
Cc1ccc2c(c1)C(c1ccccc1)N(C(=O)c1ccc(F)cc1)CC(=O)N2 (centres undefined)	0	-2	1	-2	14	2	2	5	6
CCS(=O)(=O)N1Cc2ccccc2CC1C(=O)Nc1ccc(F)cc1 (centres undefined)	6	3	6	0	6	5	5	2	-5
CN(NC(=O)c1cccc(Cl)c1)c1nc(-c2ccccc2)nnc1C(F)(F)F	-26	-3	-4	-22	-3	-3	-2	-6	7
Cc1ccc2c(c1)/C(=C/c1ccc(F)cc1)C(=O)N2	26	4	-8	-1	-3	2	-2	4	-2
COc1ccc(OCC(=O)NNc2nc3ccccc3s2)cc1	-2	22	-6	-12	5	1	-4	6	9
O=C(CNC(=O)Cc1ccccc1)NCC(=O)N1CCCCC1	3	3	5	3	0	4	-3	1	-1
COCCNc1nc2nonc2nc1N(C)Cc1cccc2cnccc12	8	4	2	1	-1	1	0	1	8
COc1cccc(OCC(=O)Nc2ccncc2)c1	3	2	2	3	3	3	5	3	-8
CC1=CCC2C(=O)N(c3ccc(S(N)(=O)=O)cc3)C(=O)C2C1 (centres undefined)	1	3	2	5	3	0	3	2	-4
COc1ccc(-c2nc(CN3CCN(c4ncccn4)CC3)c(C)o2)cc1C	3	1	2	-11	-3	5	-2	3	13
CCOC(=O)N1CCN(C(=O)C(=O)NNC(=O)COc2ccc(Cl)cc2)CC1	-6	0	9	-4	3	0	-2	8	-6
CCOC(=O)CCP(=O)(O)C(O)c1ccccc1 (centres undefined)	-9	0	0	4	5	12	-2	4	-1
CCOc1cc(NC(=S)NCC2CCCO2)c(OCC)cc1NC(=O)c1ccc(C)cc1 (centres undefined)	-11	1	-2	-6	2	-7	-5	7	-7
Cc1cc(C)c(C)c(S(=O)(=O)N2CCN(CC(=O)Nc3ccc([N+](=O)[O-])cc3)CC2)c1C	-14	0	-2	0	6	2	-4	-7	2
On1nnc2cc(C(F)(F)F)ccc21	-3	4	-4	10	7	-2	0	9	-1
Cc1nnc(SCc2cc(=O)[nH]c(=S)[nH]2)s1	7	0	2	4	5	4	-5	1	-2
CCc1noc(C)c1C(=O)N(C)CC(=O)Nc1ccc(OC)cc1	-19	-5	2	-7	-4	4	2	-3	8
CN(Cc1ccc(OC(F)F)cc1)C(=O)/C=C/c1ccc(S(=O)(=O)N2CCOCC2)cc1	/	-1	3	/	15	/	/	5	10
CCOCCn1c(CN2CCN(c3ccc(F)cc3)CC2)nc2c1c(=O)n(C)c(=O)n2C	11	7	5	1	8	2	-4	3	19
CCOC(=O)[C@H]1[C@H]2COc3ccc(OC)cc3[C@@H]2N2C(=O)c3cc(OC)ccc3NC(=O)[C@@]12C	-2	4	2	-3	4	-1	0	2	0
CN(C)c1ccc(C(=O)N2CCNC(=O)C2CC(=O)Nc2ccc(F)cc2)cc1 (centres undefined)	-16	3	6	3	-5	-10	-6	4	9
Cc1ccc(CCNC(=O)C2CCN(S(=O)(=O)c3ccc4c(c3)NC(=O)CO4)CC2)cc1	-7	1	-1	-5	9	-1	-1	15	-2
O=C(COC(=O)Cc1ccc(Br)cc1)NC1CCCCCC1	-1	27*	9	0	13	-2	-1	27*	15

Not all compounds are listed; rates above refer to the full screens.
